Kir21 block: inhibitors of mouse Kir2.1 inward-rectifier potassium channel; Inward rectifier potassium channel 2 (Mus musculus), P35561; HEK293-Kir2.1, FluxOR thallium flux fluorescence; stronger effect = lower value; B-score at 10 µM; actives 0.85% (n = 310,000);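 active = fluorescence ratio B-score at or below minus 3 SD of library scores, with starting-brightness B-score within 2 SD, cut at about -4.2 in these data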;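 note: channel flux triggered by added potassium and thallium sulfate stimulus; B-score of peak minus minimum fluorescence over baseline after thallium stimulus; more negative B-score means stronger Kir2.1 block with less thallium influx; some compounds called inactive have numbers as strong as hits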
Target sequence (P35561 whole entry, looked up): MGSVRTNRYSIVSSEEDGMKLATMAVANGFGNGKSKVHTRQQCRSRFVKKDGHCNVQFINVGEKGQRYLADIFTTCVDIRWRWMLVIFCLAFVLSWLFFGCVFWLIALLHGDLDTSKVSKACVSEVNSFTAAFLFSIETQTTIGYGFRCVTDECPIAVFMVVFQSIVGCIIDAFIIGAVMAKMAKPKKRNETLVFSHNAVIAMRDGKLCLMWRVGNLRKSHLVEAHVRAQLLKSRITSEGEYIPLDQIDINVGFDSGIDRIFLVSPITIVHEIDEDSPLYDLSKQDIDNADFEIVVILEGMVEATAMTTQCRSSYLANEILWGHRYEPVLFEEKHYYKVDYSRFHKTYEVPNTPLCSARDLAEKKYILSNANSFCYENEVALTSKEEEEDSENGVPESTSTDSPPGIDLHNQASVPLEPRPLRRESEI
KCNQ2 inh: KCNQ2 potassium channel inhibitors, primary screen, cell-based, CHO-K1, FluxOR thallium flux, B-score (AID 2156); Potassium voltage-gated channel subfamily KQT member 2 (Rattus norvegicus), O88943; 20 min; stronger effect = lower value; B-score at 10 µM; actives 1.1% (n = 310,000);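 active = fluorescence ratio B-score at most minus 3 library SDs, with starting brightness B-score within 2 library SDs, cut at about -5.5 in these data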
CHT block: inhibitors of human choline transporter CHT; CHT-expressing cells, membrane potential dye, choline response; stronger effect = lower value; High affinity choline transporter 1 (Homo sapiens), Q9GZV3; actives 0.86% (n = 310,000); B-score at 10 µM;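 active = B-score over 3 SD under the library average, and starting fluorescence ratio not unusually high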;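 note: choline stimulus applied at its EC90 after an EC20 pre-addition; B-score computed on integrated fluorescence ratio after choline addition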
Target sequence (Q9GZV3 whole entry, looked up): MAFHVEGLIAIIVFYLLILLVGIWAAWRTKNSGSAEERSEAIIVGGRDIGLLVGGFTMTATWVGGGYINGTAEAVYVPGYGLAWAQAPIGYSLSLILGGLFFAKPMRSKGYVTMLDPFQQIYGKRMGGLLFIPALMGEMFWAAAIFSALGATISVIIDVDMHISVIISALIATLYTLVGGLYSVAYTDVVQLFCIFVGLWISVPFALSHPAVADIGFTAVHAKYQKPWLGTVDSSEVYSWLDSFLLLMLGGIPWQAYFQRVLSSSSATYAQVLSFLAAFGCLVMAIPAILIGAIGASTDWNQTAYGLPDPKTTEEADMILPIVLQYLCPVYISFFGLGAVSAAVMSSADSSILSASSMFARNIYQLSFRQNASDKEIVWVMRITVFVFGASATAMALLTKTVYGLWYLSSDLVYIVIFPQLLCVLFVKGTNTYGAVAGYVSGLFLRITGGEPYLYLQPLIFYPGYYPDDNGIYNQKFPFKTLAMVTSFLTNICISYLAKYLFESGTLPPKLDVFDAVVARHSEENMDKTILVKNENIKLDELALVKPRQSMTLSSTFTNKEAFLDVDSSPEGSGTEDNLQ
Numbers without * were called inactive; i = inactive. No enrichment for hits. About 2.6% of those tested had a hit in this group.

compound | Kir21 block | KCNQ2 inh | CHT block
C=CC1=C(C(=O)O)N2C(=O)C(NC(=O)Cc3ccccc3)C2SC1 (configuration not stated) | 1.12 | i | i
Cc1ccc(C)c(NC(=O)c2c(Cl)nc3ccccn23)c1 | 0 | i | i
COc1ccccc1NC(=O)c1sc2nc(Cc3ccccc3)cc(C(F)(F)F)c2c1N | 0 | i | i
CCCc1n(CC)c2ccccc2[n+]1CC(O)COC1CCCCC1 (configuration not stated) | -1.45 | i | i
CNC(=O)c1ccsc1NC(=O)c1ccccc1 | -2.28 | i | i
COc1cc(NC(=O)c2ccc(COCC(F)(F)F)cc2)cc(OC)c1OC | 1.66 | i | i
CC(C)c1ccc(OCC(=O)NNC(=S)NC(=O)C2CC2)cc1 | 0.96 | i | i
CC(C)(C)NC(=O)COC(=O)Cc1ccc(Cl)cc1 | -0.66 | i | i
O=C(Nc1ccccc1)c1cccc(S(=O)(=O)Oc2ccc([N+](=O)[O-])cc2)c1 | -0.17 | i | i
Cc1cccc(-c2n[nH]c(S(C)(=O)=O)c2C#N)c1 | 2.04 | i | i
O=C(N/N=C/c1c[nH]c2ccccc12)c1ccccc1O | 0.07 | i | i
Cc1ccccc1OCCC(=O)N(Cc1ccccc1)c1c(N)n(Cc2ccccc2)c(=O)[nH]c1=O | -1.47 | i | i
Cc1cc(C)nc(-n2nc(C)cc2NC(=O)CNC(C)c2ccccc2)n1 (configuration not stated) | -1.01 | i | i
COc1ccc(NC(=O)CSc2nnc(NC(C)=O)s2)c([N+](=O)[O-])c1 | 0 | i | i
CCC(CC)c1nnc(NC(=O)c2cccnc2SC)s1 | -1.62 | i | i
COc1ccc(NC(=O)c2cc(S(=O)(=O)N3CCCCC3)c[nH]2)cc1Cl | -0.03 | i | i
CCOc1ccc(C(=O)Nc2ccc(N3CCN(C(C)=O)CC3)cc2)cc1[N+](=O)[O-] | 1.42 | i | i
COc1ccc(OC)c(C(=O)CN2CCN(S(=O)(=O)c3ccc(Br)cc3)CC2)c1 | 1.3 | i | -6.55*
Cc1noc(C)c1C(=O)OCC(=O)Nc1cccc(S(=O)(=O)N(C)C)c1 | 1.38 | i | i
O=C(Cn1cnc2cc([N+](=O)[O-])ccc2c1=O)Nc1ccccc1Cl | -0.41 | i | i
Cn1c2ccc(F)cc2c2ncn(CCN3CCOCC3)c(=O)c21 | 1.86 | i | i
Cc1c(OC(C)C(=O)NCCCn2ccnc2)ccc2c3c(c(=O)oc12)CCC3 (configuration not stated) | -2.98 | i | i
COc1ccc(N2CCN(C(=O)CNS(=O)(=O)c3ccc(Br)s3)CC2)cc1 | -0.29 | i | i
Cc1nnc(N2C(=O)C(=O)/C(=C(\O)c3ccc4c(c3)CC(C)O4)C2c2ccccc2)s1 (configuration not stated) | 0.97 | i | i
O=C(Cc1ccc(Cl)cc1)Nc1ccc(CN2CCCCC2)cc1 | 0.01 | i | i

Fetched by compound from the list above:
compound | Kir21 block | KCNQ2 inh | CHT block
COc1ccc(OC)c(C(=O)CN2CCN(S(=O)(=O)c3ccc(Br)cc3)CC2)c1 | 1.3 | i | -6.55*
CC(C)(C)NC(=O)COC(=O)Cc1ccc(Cl)cc1 | -0.66 | i | i

Next part:
compound | Kir21 block | KCNQ2 inh | CHT block
CCCCn1c(N)c(N(CCC(C)C)C(=O)C2CC(=O)N(Cc3ccc(C)cc3)C2)c(=O)[nH]c1=O (configuration not stated) | -0.06 | i | i
COc1cccc(C(=O)Nc2cc(=O)n(C)c(=O)n2C)c1 | 0 | i | i
C[C@]12CCC(=O)C=C1CC[C@@H]1[C@@H]2[C@@H](O)C[C@]2(C=O)[C@@H](C(=O)CO)CC[C@@H]12 | 0.14 | i | i
Cc1ccc(S(=O)(=O)Nc2ccc(Br)cc2C(NCC(=O)O)c2ccccc2)cc1 (configuration not stated) | 1.46 | i | i
CC(=O)N1CCN(CC(O)Cn2c3ccccc3c3ccccc32)CC1 (configuration not stated) | 0.1 | i | i
O=C(Nc1ccccc1)C1C2CCC3C(CCC21)C3(Cl)Cl (configuration not stated) | -0.52 | i | i
Fc1ccccc1COc1ccc(Br)cc1CNCC1CCCO1 (configuration not stated) | -1.54 | i | i
COCCNC(=O)CN(C(=O)CCC(=O)Nc1ccccn1)c1ccc(C)cc1 | 0.08 | i | i
CCCn1ncc(CN2CCC(CO)(Cc3ccc(OC)cc3)CC2)c1C | -2.04 | i | i
Cc1oncc1C(=O)NC1CCCCC1 | -1.23 | i | i
CCOC(=O)N1CCN(C(=O)c2cc(COc3cccc(C(F)(F)F)c3)on2)CC1 | -0.74 | i | i
O=C(CSc1nccc(=O)[nH]1)Nc1cccc(S(=O)(=O)N2CCOCC2)c1 | 1.01 | i | i
Cc1cc(Nc2ccc(N(C)C)cc2)n2ncnc2n1 | -0.08 | i | i
CCCOc1ccc(-c2c(C(=O)N/N=C/C3CC=CCC3)nnn2-c2nonc2N)cc1 (configuration not stated) | 2.12 | i | i
Cc1c(C(=O)NCc2ccccn2)oc2ccc(S(=O)(=O)N3CCOCC3)cc12 | -0.62 | i | i
O=C(CNC(=O)c1ccc(Br)cc1)OCc1cc([N+](=O)[O-])cc2c1OCOC2 | 0.38 | i | i
COc1ccc(/C=N/NC(=O)CCn2nc(C)cc2C)cc1 | 0.78 | i | i
CN(C)S(=O)(=O)c1ccc(C(=O)NCCS(=O)(=O)N2CCN(c3ccc(F)cc3)CC2)cc1 | -0.03 | i | i
Fc1ccc(C(CCCn2nnc(-c3cccnc3)n2)c2ccc(F)cc2)cc1 | 0.01 | i | i
COc1ccc(/C=N/n2c(-c3ccc(C)cc3)n[nH]c2=S)cc1OC | 0.12 | i | i
c1ccc(-c2nnc3sc(Cc4cccs4)nn23)cc1 | 2 | i | i
CC(C)(C)NC(=O)C1Cc2ccccc2CN1 (configuration not stated) | -0.06 | i | i
CCN(CC)CCOC(=O)c1ccc(NC(=O)C(C)NC(=O)C23CC4CC(CC(C4)C2)C3)cc1 (configuration not stated) | -0.92 | i | i
CN(/N=C/c1ccncc1)C1=NS(=O)(=O)c2ccccc21 | 0.4 | i | i
Cc1nc(C)c2c(=O)cc(-c3ccccc3)[nH]c2n1 | 0.88 | i | i

CHT block: entries above that show a hit.
compound | Kir21 block | KCNQ2 inh | CHT block
COc1ccc(OC)c(C(=O)CN2CCN(S(=O)(=O)c3ccc(Br)cc3)CC2)c1 | 1.3 | i | -6.55*

Remaining list, next part:
compound | Kir21 block | KCNQ2 inh | CHT block
O=C(CSc1nnc(CNC(=O)c2c(F)cccc2Cl)o1)Nc1ccc2c(c1)OCCO2 | -0.65 | i | i
CCOC(=O)c1cc2c(nc1N)CC(C)(C)OC2 | 0.18 | i | i
Cc1cc(C)nc(SCC(=O)N/N=C/c2cccs2)n1 | -0.22 | i | i
COc1cccc(-c2csc(NC(=O)Oc3ccccc3)n2)c1 | 0.06 | i | i
Nc1cc(N)nc(SCC(=O)NCc2ccco2)n1 | 0.06 | i | i
COc1ccc(S(=O)(=O)NC(C)C)cc1C(=O)NC1CCCCC1 | -0.88 | i | i
CCCn1c(C2CC(=O)N(c3ccc(C)cc3)C2)nc2ccccc21 (configuration not stated) | -1.11 | i | i
Cn1cnc(S(=O)(=O)Nc2ccccc2N2CCOCC2)c1 | -0.81 | i | i
Cc1cc(C)n(CC(O)COc2ccc(F)cc2)n1 (configuration not stated) | -1.08 | i | i
CCCC(C)C(=O)Nc1ccccc1C(=O)OCC (configuration not stated) | 0.01 | i | i
CCOCCCNC(=S)N(CCCN(C)C)Cc1cc2cc3c(cc2[nH]c1=O)OCCO3 | 1.93 | i | i
CCn1cc(S(=O)(=O)Nc2nc3ccc(OC)cc3s2)cn1 | -0.03 | i | i
CC(CCc1ccccc1)NC(=O)/C=C/c1ccccc1 (configuration not stated) | 1.03 | i | i
CCC(=O)Nc1ccc2c(c1)nc(CCN1CCN(c3ccccn3)CC1)n2C | 2.08 | i | i
Cn1c(-c2cccc([N+](=O)[O-])c2)cnc1NCc1cccc(F)c1 | -0.41 | i | i
CC(C)(C)c1ccc(C(CC(=O)O)NC(=O)Cc2ccc(Cl)cc2)cc1 (configuration not stated) | -0.25 | i | i
CCOc1ccc(CNC(=O)CCn2c(=O)oc3ccccc32)cc1 | -1.28 | i | i
CCOc1c2ccc(C(=O)NCc3ccc(C)cc3)cc2nn1CCOC | 0.32 | i | i
Cc1c(CN(C)C)c2c(n1Cc1ccccc1)C(=O)c1ccccc1-2 | -0.94 | i | i
Cc1ccccc1CN(c1ccc(C(=O)Nc2cccnc2)cc1)S(C)(=O)=O | 0.02 | i | i
CC(Sc1nnc2ccccn12)C(=O)Nc1ccc2c(c1)OCCO2 (configuration not stated) | -1.87 | i | i
C=CCn1c(SCCN2CCOCC2)nc2c1c(=O)[nH]c(=O)n2C | -1.07 | i | i
O=C(Nc1ccccc1F)N(Cc1ccc(F)cc1)Cc1nc2ccccc2c(=O)[nH]1 | -1.34 | i | i
CCCC/S(C)=N/S(=O)(=O)c1ccc(C)cc1 (configuration not stated) | 0.36 | i | i
O=S(=O)(NC1CC1)c1ccc(S(=O)(=O)N2CCCc3ccccc32)cc1 | -1.29 | i | i
O=C(COc1ccc(Br)cc1)NCCN1CCCC1 | -0.38 | i | i
COc1ccc(Cl)cc1N(C(=O)c1ccco1)C(C(=O)NC1CCCC1)c1cccnc1 (configuration not stated) | 1.28 | i | i
CC(=N/O)/C(=N\O)c1ccc(C)o1 | 0.25 | i | i
O=c1[nH]c2ccc(NCc3ccc(F)cc3)cc2[nH]1 | -1.44 | i | i
CC(C)c1ccc(CNc2ncc(Br)cn2)cc1 | -1.14 | i | i
CN(C)/C=C/C(=O)c1ccc(Br)cc1 | -1.81 | i | i
O=C(Nc1cccc(S(=O)(=O)NCc2ccco2)c1)c1cc(-c2ccc(F)cc2)nc2ccccc12 | -1.41 | i | i
COc1ccc(Nc2nc(N)nc(CSC(=S)N3CCN(c4ccccc4)CC3)n2)cc1 | -0.1 | i | i
COc1cccc(NC(=O)c2ccc(S(=O)(=O)N3CCCCC3)cc2)c1 | 0.54 | i | i
Cc1cc(C(=O)OCCO)c(C#N)c(N)n1 | 0.39 | i | i
Cc1cccc(Nc2nnc(SCC(=O)NC3CCCc4ccccc43)s2)c1C (configuration not stated) | -1.01 | -5.92* | i
CC(=O)NC1C(=O)N(CC(C)C)c2ccccc21 (configuration not stated) | -0.54 | i | i
O=C(CSc1nnc(CNC(=O)c2ccccc2F)o1)Nc1ccc2c(c1)OCO2 | 1.58 | i | i
Cc1onc(-c2c(F)cccc2Cl)c1C(=O)N1CCOC12CCCCC2 | -0.67 | i | i
O=[N+]([O-])c1cc(C(F)(F)F)cc([N+](=O)[O-])c1NCCCN1CCOCC1 | -0.53 | i | i
CCOC(=O)c1oc2cc(O)ccc2c(=O)c1-c1csc(C)n1 | 0.02 | i | i
COc1ccc2c(c1OC)C(=O)N1N=C(c3ccc(F)cc3)CC21 (configuration not stated) | 0.06 | i | i
O=C(NCC1CCCN1S(=O)(=O)c1cccs1)C(=O)Nc1ccccc1Cl (configuration not stated) | -0.31 | i | i
O=C(CSc1cn(CC(=O)N2CCCCCC2)c2ccccc12)NCC1CCCO1 (configuration not stated) | 0.75 | i | i
CCC(C)NC(=O)Cn1cc(S(=O)(=O)N2CCCC2)c(S(=O)(=O)N2CCCC2)c1 (configuration not stated) | 1.22 | i | i
COc1ccc(C)cc1NC(=O)CN1C(=O)COc2ccc(S(=O)(=O)N3CCC(C)CC3)cc21 | -1.47 | i | i
CN1CCN(S(=O)(=O)c2ccc(N)cc2)CC1 | 0.63 | i | i
CC(=O)N1CCCc2cc(S(=O)(=O)N3CCCC(C(=O)Nc4ccccc4C)C3)ccc21 (configuration not stated) | -0.94 | i | i
Cc1ccc(C2C(=O)N(C3CCCC3)CC(=O)N2CC2COc3ccccc3O2)cc1 (configuration not stated) | 1.42 | i | i
CCN(CC)c1nc(C(F)(F)F)nc2c1nnn2Cc1ccccc1 | -0.96 | i | i

(cont.)
compound | Kir21 block | KCNQ2 inh | CHT block
COc1ccccc1C(=O)NCCCNC(=O)c1cnccn1 | -0.67 | i | i
Cn1ncc(Br)c1C(=O)N/N=C/c1cccc(OC2CSC2)c1 | -0.03 | i | i
COc1ccc(N2C(=O)CC(NCc3ccncc3)C2=O)cc1 (configuration not stated) | -2.14 | i | i
O=C(O)C1CCCN(S(=O)(=O)c2ccc(F)cc2)C1 (configuration not stated) | 0.26 | i | i
CCS(=O)(=O)c1ccc(S(=O)(=O)CC)s1 | -0.82 | i | i
COc1cccc(-c2nn3c(-c4ccco4)nnc3s2)c1 | -0.68 | i | i
COC(=O)CN(c1ccc2c(c1)OCO2)S(=O)(=O)c1c(C)[nH]c(=O)[nH]c1=O | 1.04 | i | i
Nc1nc(OCC(F)(F)F)cc(Oc2ccccc2F)n1 | -0.72 | i | i
COc1ccc(OC)c(C2=NOC(C(=O)NCc3ccco3)C2)c1 (configuration not stated) | 0.32 | i | i

High-throughput results deposited in PubChem BioAssay by Johns Hopkins Ion Channel Center.
